# D2 potentiator: D2 dopamine receptor (human) potentiation; HEK293 T-REx D2, calcium flux, EC20 dopamine potentiation; P14416; 340,000 tested, 0.34% active; potentiation, % at 10 µM;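 active = potentiation over 3 SD above the plate norm, cut at about 30% in these data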; also: 0% is about no effect
#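 Tetracycline-induced HEK293 T-REx cells force-coupled to calcium signalling expressed D2; compounds were pin-added after a 10 s baseline, read kinetically 180 s, then an EC20 dopamine challenge followed with a further 180 s calcium read.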
# D2 ag: D2 dopamine receptor (human) agonism; HEK293 T-REx D2 cells, calcium flux agonist mode; activation, % at 2 µM; 340,000 tested, 0.53% active; AID 485358;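 active = activation over 3 SD above normal in the single-dose calcium agonist read, cut at about 30% in these data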; also: 0% is about no effect
#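 HEK293 Trex D2 cells, tetracycline-induced, o/n 30 C 5% CO2; no-wash Ca dye, RT 30–90 min; 10-cycle baseline, 23 nl cpd added, kinetic Ca read 180 s; agonist hits = positive Ca response.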
# D1 potentiator: enhances dopamine response at the human D1 receptor | potentiation, % at 10 µM | 360,000 tested, 0.036% active | AID 504651 | P21728 | HEK293 TREx D1 cells, calcium flux, dopamine EC20 potentiation; in the data active = potentiation above about 30%; also: 0% is about no effect
# Target sequence (P21728 whole entry, looked up): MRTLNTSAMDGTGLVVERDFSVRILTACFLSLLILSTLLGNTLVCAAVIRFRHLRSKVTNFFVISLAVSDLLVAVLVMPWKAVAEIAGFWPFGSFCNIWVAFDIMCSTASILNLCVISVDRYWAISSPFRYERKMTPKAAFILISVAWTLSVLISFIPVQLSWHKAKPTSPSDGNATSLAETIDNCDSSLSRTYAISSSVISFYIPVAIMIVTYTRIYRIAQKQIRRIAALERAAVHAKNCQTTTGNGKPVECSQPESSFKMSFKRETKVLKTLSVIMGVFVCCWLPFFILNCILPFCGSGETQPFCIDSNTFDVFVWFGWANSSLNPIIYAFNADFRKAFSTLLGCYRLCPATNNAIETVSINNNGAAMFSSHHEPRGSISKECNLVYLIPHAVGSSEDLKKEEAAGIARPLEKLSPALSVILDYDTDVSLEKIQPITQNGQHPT
# D1 antag: blocks dopamine activation of the human D1 receptor; P21728; HEK293 TREx D1 cells, calcium flux, dopamine EC80; active compounds read low; activity change, negative = inhibition, % at 10 µM; 360,000 tested, 3.2% active; AID 504652; in the data active = activity change below about -30%; also: % is scaled to controls: 0 for no effect and ±100 for the full control effect
#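 Using tetracycline-induced force-coupled D1 Hek293 cells and a calcium dye, signals were followed for 180 s after compound, then for 180 s after EC80 dopamine, to detect inhibitors.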
# D2 antagonist: D2 dopamine receptor (human) antagonism | P14416 | HEK293 TREx D2 cells, calcium flux, dopamine EC80 | inhibition, % at 10 µM | 340,000 tested, 2% active; in the data active = inhibition above about 30%; also: 0% is about no effect
#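 Tetracycline-induced HEK293 T-REx cells expressing D2 force-coupled to calcium signalling were dye-loaded, exposed to compound for 180 s, then challenged with an EC80 of dopamine; calcium flux was followed kinetically for a further 180 s.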
# RXFP1 ag: agonists of human relaxin receptor RXFP1 | Q9HBX9 | HEK293T-RXFP1 cAMP TR-FRET, 30 min; response scale: percent of porcine relaxin response, buffer zero | Potency, µM (titrated, usually from 57.5 µM), inactives show at the top dose activation, usual class: activators | 370,000 tested, 0.3% active | AID 2676; active = well fitted activation curve with a large enough effect; inconclusive = small, poorly fitted or top-dose-only effect; also: potency is read from the fitted curve at half-maximal effect; % is scaled to controls: 0 for no effect and ±100 for the full control effect; nearly all actives have a fitted effect of over 60% in size; many of its hits are not listed in these tables
#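 cAMP rise read by TR-FRET after 30 min, 37C compound exposure (up to 58 uM) in RXFP1-transfected HEK293 cells with Ro 20174 present. EC50 from Hill-equation fits, with 29 nM porcine relaxin as 100% and buffer as basal.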
# RXFP1 antagonist: RXFP1 (human) relaxin receptor antagonism; Q9HBX9; HEK293-RXFP1, relaxin-stimulated cAMP HTRF, 30 min; active compounds read low; activity change, negative = inhibition, % at 57.5 µM; 350,000 tested, 0.59% active; AID 1259400;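 active = activity change of -60% or lower, but not beyond a set lower limit; inconclusive = change between -60% and -40%, or beyond the set limit; inactive = change above -40%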; also: % is scaled to controls: 0 for no effect and ±100 for the full control effect
# TRHR PAM: allosterically enhances the human TRH receptor. P34981. TRHR cells, fluo-8 calcium fluorescence, EC20 TRH enhancement. enhancement, % at 2 µM. 360,000 tested, 0.66% active. AID 493056; in the data active = enhancement above about 30%; also: 0% is about no effect
# Target sequence (P34981 whole entry, looked up): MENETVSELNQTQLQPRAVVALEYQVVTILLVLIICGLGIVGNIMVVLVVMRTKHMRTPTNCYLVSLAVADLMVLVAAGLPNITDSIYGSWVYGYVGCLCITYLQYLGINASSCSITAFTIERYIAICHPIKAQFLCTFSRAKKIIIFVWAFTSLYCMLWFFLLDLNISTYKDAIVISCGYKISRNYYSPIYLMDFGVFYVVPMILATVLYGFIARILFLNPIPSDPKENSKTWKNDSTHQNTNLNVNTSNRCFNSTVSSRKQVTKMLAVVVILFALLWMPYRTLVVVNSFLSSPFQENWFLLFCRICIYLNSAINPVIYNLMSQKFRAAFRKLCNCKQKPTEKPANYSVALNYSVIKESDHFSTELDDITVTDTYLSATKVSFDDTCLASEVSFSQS
#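 TRHR-expressing cells loaded with fluo-8 calcium dye were read kinetically (ex 480/em 530) during compound addition, then stimulated with an EC20 of TRH (10 nM final). Enhancement of the Gq-mediated intracellular calcium response was scored.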
# D1 agonist: agonists of human D1 dopamine receptor; P21728; HEK293 T-REx D1 cells, calcium flux, agonist mode; activation, % at 2 µM; 360,000 tested, 1% active; AID 504660; in the data active = activation above about 30%; also: 0% is about no effect
#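 Tetracycline-induced HEK293 TREx D1 cells, force-coupled to calcium signalling, were dye-loaded with a no-wash calcium kit. Compound was pin-added after a 10 s baseline. Fluorescence was read kinetically at 1 cycle/s for 180 s, with calcium rises flagged as agonism.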
# Numbers without * were called inactive; ? = inconclusive; . = no result given; & = joins results of further samples; ! = not active in a repeat.
SMILES,D2 potentiator,D2 ag,D1 potentiator,D1 antag,D2 antagonist,RXFP1 ag,RXFP1 antagonist,TRHR PAM,D1 agonist
CC(Oc1ccccc1F)C(=O)NNC(=O)CCNC(=O)c1ccco1 (stereo not drawn),10.8,0.8,-1.5,-3.0,2.1,-1.8%,2.0,-0.4,3.3
CS(=O)(=O)N1CCN(S(=O)(=O)c2ccccc2[N+](=O)[O-])CC1,.,.,-1.8,-9.6,.,-1.6%,17.3,0.5,2.1
COCCN1Cc2cccc(C(=O)Nc3ccc(C)c(F)c3)c2C1=O,-7.6,-0.4,-1.2,-6.2,.,-0.9%,-2.1,-8.4,0.8
CCOC(=O)c1csc(-c2snnc2C)n1,2.4,0.2,2.5,3.4,11.5,1.7%,3.9,-3.0,1.3
Nc1c(C(=O)c2ccco2)oc2ccccc12,6.4,-0.7,0.7,-0.8,9.3,0.2%,.,-3.3,-2.9
CC(C)(C)OC(=O)NCC(=O)N1CCC(C(=O)O)CC1,.,.,0.8,-6.3,.,-0.6%,0.2,3.9,2.3
CS(=O)(=O)N1CCN(C(=O)NC23CC4CC(CC(C4)C2)C3)CC1,12.6,0.1,4.0,2.3,9.1,1.9%,-11.1,2.1,2.1
C=CCn1c(-c2csc(-c3ccc(OC)c(OC)c3)n2)n[nH]c1=S,-1.1,1.6,-1.8,4.8,-9.5,15.7%,-20.1,-1.9,-0.1
O=C(Nc1nc2c(s1)CCCC2)c1ccc(S(=O)(=O)N2CCCc3ccccc32)cc1,.,.,1.4,8.9,.,-0.9%,.,4.4,4.6
CCOc1ccccc1Cn1c(=O)oc2ccc(C)cc21,-11.5,1.5,-3.5,-8.6,-17.1,0.9%,-17.2,-5.4,-1.1
CCC(Oc1ccccc1)C(=O)Nc1ccccc1C(=O)N1CCCCC1 (stereo not drawn),-14.1,-0.1,-4.7,6.8,-13.4,1.2%,-1.2,1.0,0.2
Cc1cc(C)c(C#N)c(SCc2ccccc2F)n1,6.1,1.0,-0.6,-4.3,-0.1,3.5%,-23.2,-1.7,4.4
COc1ccc(S(=O)(=O)Cc2ccc(C(=O)NCCCN(C)c3ccccc3)o2)cc1,2.3,0.0,-4.3,-3.3,-8.1,0.0%,-8.5,2.7,1.4
Cc1occc1C(=O)NCc1cccc(CNC(=O)c2ccoc2C)c1,-1.9,-0.5,-0.8,0.5,-4.0,1.0%,5.5,-1.5,4.3
CCOC(=O)C1CCCN(C(=O)c2cccc(NC(=O)c3nsc4ccccc34)c2)C1 (stereo not drawn),-3.6,0.6,-1.4,-2.7,.,5.6%,-26.7,1.4,1.3
COc1ccc(CCN2C(=NC(=O)C(C)C)SC3CS(=O)(=O)CC32)cc1 (stereo not drawn),7.1,-0.8,-0.8,-6.3,4.6,3.4%,-27.9,3.1,0.8
O=C(Nc1cc(Cl)cc(Cl)c1)c1ccc(F)c(S(=O)(=O)N2CCc3ccccc32)c1,0.3,-0.6,1.1,4.6,.,0.9%,-2.3,1.9,2.4
CCOc1ccc(CN2CCN(CC3CC3)CC2CCO)cc1 (stereo not drawn),6.2,-2.0,0.5,14.6,-11.9,0.5%,0.5,-0.8,4.3
COc1ccc(-n2ccnc(NCc3cccs3)c2=O)cc1OC,7.3,-0.1,-4.0,-8.0,.,3.1%,.,0.6,0.8
CC(OC(=O)CCc1nc2ccccc2c(=O)[nH]1)C(=O)Nc1ncc(Cl)cc1Cl (stereo not drawn),3.3,-0.3,-13.0,22.6,2.4,3.4%,-1.7,-3.4,2.3
COc1cc(OC)c2c(c1)C(=O)c1cc(OC)cc(OC)c1C2=O,4.7,-0.3,3.4,-2.3,-16.4,-2.2%,-0.9,1.8,3.3
CCC(C(=O)O)n1cnc2scc(-c3ccc(C)c(C)c3)c2c1=O (stereo not drawn),-5.4,-0.8,0.3,13.4,1.0,1.0%,-21.6,7.4,5.9
O=c1c2ccccc2c(-c2ccccc2)nn1-c1cc(Cl)cc(Cl)c1,-1.8,0.1,-1.9,-4.2,-10.1,3.2%,-0.7,-4.9,2.0
O=C(OCC(=O)N1CCCC1=O)c1ccc(O)cc1O,0.8,0.0,-2.0,-0.1,4.0,0.6%,-2.5,-1.0,1.2
Cc1ccc(S(=O)(=O)/N=C(\c2ccc(Cl)cc2)N2CCOCC2)cc1,-8.2,-0.3,-3.5,11.8,-5.2,2.8%,1.3,3.5,1.4

# Ordered by value in D1 antag (highest first): some entries from above
smiles	D1 antag
Cc1ccc(S(=O)(=O)/N=C(\c2ccc(Cl)cc2)N2CCOCC2)cc1	11.8
COCCN1Cc2cccc(C(=O)Nc3ccc(C)c(F)c3)c2C1=O	-6.2
CS(=O)(=O)N1CCN(S(=O)(=O)c2ccccc2[N+](=O)[O-])CC1	-9.6

# Going on with the list:
SMILES,D2 potentiator,D2 ag,D1 potentiator,D1 antag,D2 antagonist,RXFP1 ag,RXFP1 antagonist,TRHR PAM,D1 agonist
CC(=O)N1CCCc2ccccc21,3.5,0.5,0.2,1.0,-0.8,-2.6%,4.0,-8.0,1.3
Cc1ccc(C(=O)N2CCc3ccccc32)cc1NC(=O)c1ccco1,-12.2,0.9,-0.8,5.3,8.1,-2.1%,-5.2,-1.3,-1.3
Cc1cc(N/N=C/c2ccc(O)cc2)c2cccc(C)c2n1,-1.5,1.3,0.2,5.0,-3.1,-1.5%,0.5,-6.3,0.4
CCOCCN1CCN(c2c3c(nc4cc(-c5ccc(F)cc5)nn24)CCC3)CC1,-2.5,-0.2,-1.5,-18.3,-6.9,0.9%,.,-3.3,-0.7
CCc1ccc(-n2c(SCC(=O)Nc3cccc(S(=O)(=O)NC4=NCCCCC4)c3)nc3ccccc3c2=O)cc1,.,.,-2.9,11.2,.,-0.8%,-1.1,1.2,3.9
O=C(CSc1nnc(CNC(=O)c2ccccc2)o1)Nc1ccc2c(c1)OCO2,2.1,-0.2,0.8,8.2,-5.2,-4.1%,5.3,-3.6,0.3
CCS(=O)(=O)N1CCCC(C(=O)NCCCOC)C1 (stereo not drawn),0.0,1.2,-8.9,14.9,1.5,-3.6%,-8.2,-6.8,4.1
Oc1c(C=C2N=c3ccccc3=N2)sc(=S)n1C1CCCCC1,-2.3,-0.7,-1.1&2.0,18.6&9.9,11.0,0.1%&0.7%,-4.2&7.8,41.2*!,2.3&3.5
O=C(NCc1ccco1)c1cc(-c2ccncc2)nc2ccccc12,-0.7,-0.9,-0.4,-6.6,-13.1,0.1%,0.0,-1.2,-0.9
Cc1cc(Nc2cccc(Cl)n2)n(-c2ccccc2)n1,15.4,-1.4,-0.3,4.3,-4.5,-0.9%,14.0,5.6,1.9
COc1cccc(NC(=O)N2CCCC2C(=O)NC(C)C)c1 (stereo not drawn),9.0,1.1,-4.2,7.2,-12.7,-0.5%,3.1,0.0,2.1
CCN(c1ccccc1)S(=O)(=O)c1ccc(NC(=O)c2nc(S(C)(=O)=O)ncc2Cl)cc1,1.3&-17.1,0.5&26.7,-6.6&5.0,-34.4*,5.7,2.7%&-0.2%,?,-0.9&-24.9,1.6&2.0
O=C(CNC(=S)N(Cc1ccccc1)Cc1ccccc1F)NCCc1ccc(Cl)cc1,3.6,1.9,-4.4,-7.6,7.8,2.0%,-10.1,-1.3,12.5
COc1ccc(Cc2nc3ccccc3n2C)cc1,.,-0.3,-3.5,-3.9,-4.5,-2.9%,2.9,-0.8,1.2
Cc1cccc(/C=N\Nc2nnc(-c3ccccc3)c(=O)[nH]2)c1,1.1,-0.3,0.1,-1.2,-0.1,-1.5%,10.7,-0.4,0.5
COc1ccc(N/C=C2\CCc3ccccc3C2=O)cc1,-4.5,1.3,0.5,-3.9,1.9,-2.6%,0.7,-2.4,15.3
COc1ccc(-c2c(C#N)c(N)nc3sc(C(=O)c4ccc(C)cc4)c(N)c23)cc1,8.1,9.6,-2.8,1.3,5.3,0.3%,-9.1,2.4,17.6
O=C(NNC(=O)c1cc2cc(OC(F)(F)F)ccc2[nH]1)c1cccc(C(F)(F)F)c1,-2.4,-0.6,-2.1,-8.1,-5.3,-0.2%,?,-2.7,1.1
CC1CCCN(CCCCOc2cccc(Br)c2)C1 (stereo not drawn),-20.2,0.2,-6.8,-25.5,75.0*,2.3%,-3.6,4.1,12.4
COc1cc(N=c2c([N+](=O)[O-])nn(-c3ccc4c(c3)OCCO4)n2O)cc(OC)c1,-1.7,1.3,-7.5,-3.4,0.7,2.6%,4.6,-3.4,0.2
CCn1c(CC(=O)Nc2ccc(F)cc2)nnc1SCC(=O)N1CCOCC1,-4.3,-0.6,-5.6,1.1,-17.4,0.8%,0.0,6.2,1.0
Cc1ccn2cc(CCNS(=O)(=O)c3ccc4c(c3)CCCC4)nc2c1,-2.3,-1.5,-3.1,-18.9,4.9,0.2%,0.8,-0.9,-3.1
CC12CCC(c3c(C(=O)O)nn(-c4ccc(F)cc4)c31)C2(C)C (stereo not drawn),14.7,-0.3,2.9,-9.1,-11.0,1.7%,8.8,3.1,-1.6
Cc1ccc(Nc2c([N+](=O)[O-])ccc3nonc23)c(C)c1,-3.1,-0.9,8.6,25.4,-4.0,-1.4%,-10.4,-2.1,3.9
Cc1cnc(C(=O)OCC(=O)N(Cc2ccccc2)C(C)C)cn1,2.4,0.1,-0.5,4.1,-1.0,-1.5%,-6.2,4.5,1.5
CC(C)N(C)S(=O)(=O)c1ccc(NC(=O)CSC(=S)N2CCCC2)cc1,0.3,0.5,-11.7,-29.2,-16.0,0.4%,-1.0,-2.7,6.4
NS(=O)(=O)c1cccc(NC(=O)c2cncc(Br)c2)c1,-8.7,-0.5,-2.6,12.7,21.9,1.5%,-2.2,-5.3,3.5
CC(=O)Oc1ccc2oc(=O)c3c(c2c1)CCCN3C(=O)CN1CCOCC1,.,-0.1,-2.5,0.7,14.8,6.2%,3.7,-0.3,2.6
CN(C(=O)COc1ccc(Br)cc1Cl)C1CCCCC1,-8.1,0.7,-4.7,1.1,-8.9,3.8%,-17.1,2.4,1.1
Cc1c(CC(=O)NCCCC(=O)O)c(=O)oc2cc3occ(-c4ccccc4)c3cc12,0.6,3.7,-6.3,1.2,8.9,1.3%,-0.3,2.6,0.7

# Structures shown so far that contain a nitro group on carbon, in the order listed:
SMILES,D2 potentiator,D2 ag,D1 potentiator,D1 antag,D2 antagonist,RXFP1 ag,RXFP1 antagonist,TRHR PAM,D1 agonist
CS(=O)(=O)N1CCN(S(=O)(=O)c2ccccc2[N+](=O)[O-])CC1,.,.,-1.8,-9.6,.,-1.6%,17.3,0.5,2.1
COc1cc(N=c2c([N+](=O)[O-])nn(-c3ccc4c(c3)OCCO4)n2O)cc(OC)c1,-1.7,1.3,-7.5,-3.4,0.7,2.6%,4.6,-3.4,0.2
Cc1ccc(Nc2c([N+](=O)[O-])ccc3nonc23)c(C)c1,-3.1,-0.9,8.6,25.4,-4.0,-1.4%,-10.4,-2.1,3.9

# Bioassay records as filed in PubChem.

# These rows are one share of the data. The share of hits here may be higher or lower than overall.
